GCN5L2 inh: inhibitors of human GCN5L2 histone acetyltransferase; AID 504327; Potency, µM (top dose mostly 58.9 µM), for inactives: top-dose activity change, negative = inhibition, hits mostly inhibitors; GCN5L2 HAT assay, ThioGlo1 CoA-SH fluorescence; 0.21% of 390,000 active
Target sequence (Q92830 whole entry, looked up): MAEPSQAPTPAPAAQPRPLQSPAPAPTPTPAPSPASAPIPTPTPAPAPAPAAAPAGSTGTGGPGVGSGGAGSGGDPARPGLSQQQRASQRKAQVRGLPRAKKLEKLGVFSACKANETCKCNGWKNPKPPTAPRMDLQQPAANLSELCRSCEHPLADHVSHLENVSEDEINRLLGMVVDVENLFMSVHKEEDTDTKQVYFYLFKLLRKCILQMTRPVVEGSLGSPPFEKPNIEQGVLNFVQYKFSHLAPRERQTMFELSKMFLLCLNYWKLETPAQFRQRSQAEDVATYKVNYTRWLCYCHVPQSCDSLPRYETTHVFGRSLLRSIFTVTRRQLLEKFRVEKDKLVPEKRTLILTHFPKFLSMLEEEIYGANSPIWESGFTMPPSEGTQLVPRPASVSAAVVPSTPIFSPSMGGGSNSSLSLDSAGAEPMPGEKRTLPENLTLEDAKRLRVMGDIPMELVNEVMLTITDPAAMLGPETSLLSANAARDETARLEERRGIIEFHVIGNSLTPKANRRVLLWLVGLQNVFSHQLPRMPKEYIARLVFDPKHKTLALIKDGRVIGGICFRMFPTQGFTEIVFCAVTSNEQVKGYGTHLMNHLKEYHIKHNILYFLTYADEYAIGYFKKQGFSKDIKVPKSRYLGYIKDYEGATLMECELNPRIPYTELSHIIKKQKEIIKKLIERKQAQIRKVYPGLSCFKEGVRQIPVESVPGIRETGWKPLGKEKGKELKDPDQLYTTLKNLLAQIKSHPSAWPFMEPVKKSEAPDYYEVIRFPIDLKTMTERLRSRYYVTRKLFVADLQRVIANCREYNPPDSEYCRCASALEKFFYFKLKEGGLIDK
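Preincubate 20nM GCN5L2 with compound 15 min, RT → add 50uM ThioGlo1 + 75uM H3(1-25) + 70uM acetyl-CoA → read fluorescence 0 and 20 min. Primary qHTS; fluorescent artifacts likely.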
TDP1 cell CPT: DT40-hTDP1 cell growth loss with CPT | AID 686979 | Potency, µM (doses to about 46.2 µM), for the others: at the highest dose activity change, negative = growth inhibition, hits mostly inhibitors | 12% of 420,000 active | chicken DT40 Tdp1-/-;hTDP1 cells + 20 nM CPT, ATP luminescence, 48 h; also: nearly all actives have a fitted effect of over 55% in size
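Chicken DT40 Tdp1-/- cells complemented with human TDP1, 400 cells/well, exposed to compounds plus 20 nM camptothecin for at least 48 h at 37 C; viability read as ATP content by CellTiter-Glo luminescence.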
DT40 TDP1 no CPT: qHTS for Inhibitors of human tyrosyl-DNA phosphodiesterase 1 (TDP1): qHTS in cells in absence of CPT; DT40 Tdp1-/- hTDP1 cells, no CPT, ATP luminescence, 48 h; Potency, µM (highest dose often 46.2 µM), for the others: top-dose activity change, negative = growth inhibition, usual class: inhibitors; 15% of 420,000 active; AID 686978, 2013; also: nearly all actives have a fitted effect of over 55% in size
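Growth kinetics read by CellTiter-Glo luminescence after ≥48 hr at 37 °C. Cells: DT40 Tdp1-/- stably carrying human TDP1, 400 per well, compound exposure in the absence of CPT (DMSO vehicle).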
Numbers without * were called inactive; ? = inconclusive; . = no result given; & = joins results of further samples; [ ] = dose if it differs, or a comment. Calls follow the shape of the dose curve; as a rule, active = well fitted curve in the direction sought with a large enough effect; inconclusive = small, poorly fitted or top-dose-only effect, or another doubt; inactive = no such curve, though single readings can be large; an effect the other way counts as inactive or inconclusive. % is scaled to controls: 0 for no effect and ±100 for the full control effect; potency is read from the fitted curve at half-maximal effect. No enrichment for hits (roughly 18% active in at least one column).

structure | GCN5L2 inh | TDP1 cell CPT | DT40 TDP1 no CPT
OCC[C@@H]1C[C@H](O)[C@@H](O)[C@]2(OCc3ccccc32)O1 | -1% | -2% | -3%
Cc1cc(NC(=O)CSCC(=O)Nc2ccccc2N2CCCCC2)no1 | -3% | -19% | -27%
CCc1ccc(N(CC)C(=O)Cn2cnc3sc(C)c(S(=O)(=O)N4CCN(c5ncccn5)CC4)c3c2=O)cc1 | -4% | 5% | 5%
COc1ccc2cc(C(=O)NCc3ccccc3CN3CCCC3)ccc2c1 | 0% | ? | ?
O=C(CN1CCCC1c1ccc2c(c1)OCCO2)NC(=O)Nc1ccccc1 (configuration not stated) | -6% | ? | ?
O=C(COC(=O)c1ccc(O)cc1)Nc1cccc(S(=O)(=O)NC2=NCCCCC2)c1 | 3% | 1% | -10%
O=C(CSc1ccc([N+](=O)[O-])cn1)Nc1ccc(N2CCOCC2)cc1 | -2% | 8% | 0%
CCNC1(C#N)CCN(Cc2ccccc2)CC1 | . | 6% | 3%
Cc1cccc2sc(NC(=O)c3ccc(Cl)s3)nc12 | -7% | ? | -8%
COC(=O)c1ccc(N2CC3CNC(=O)C2(C(=O)OC)N3C)cc1 (configuration not stated) | -6%&2% | 15%&-9% | -2%&1%
Cc1ccc(OCC(=O)Nc2ccc(S(=O)(=O)Nc3ccccn3)cc2)c(C)c1 | 3% | ? | 18µM*
Cc1nn(CCc2n[nH]c(=S)n2C)c(C)c1Br | 2% | 2% | 0%
CCN(CC)S(=O)(=O)c1cccc(-c2n[nH]c(=S)n2Cc2ccccc2)c1 | -4% | -5% | 11%
N=c1c(C(=O)NC2CCCCC2)cc2c(=O)n3ccccc3nc2n1CC1CCCO1 (configuration not stated) | -4% | 4% | ?
O=C(Nc1nc2ccccc2[nH]1)c1cccc(Cl)c1 | -16% | ? | ?
COC(=O)c1c(-c2cccs2)csc1NC(=O)COc1ccc(C(C)(C)C)cc1 | -18% | 15µM* | 21µM*
Cc1ccc(-c2cc(C(=O)Nc3nccs3)c3ccccc3n2)c(C)c1 | 1% | 13µM* | 13µM*
O=C(Nc1cccc(C(F)(F)F)c1)c1cc(Br)cc(Br)c1O | ? | 12µM* | 13µM*
COc1cc(OC)cc(C(=O)Nc2ccc([N+](=O)[O-])cn2)c1 | -4% | ? | ?
CCCN1C2CCCC1CC(NC(=O)c1ccc(C(C)(C)C)cc1)C2 (configuration not stated) | -3% | -2% | -25%
COc1ccccc1-c1nc(NC(C)=O)n[nH]1 | -13% | 13% | 11%
O=C(COc1ccc(Cl)cc1)NCCN1CCCCC1 | -1% | -6% | -9%
CC1CN(c2nc3c(c(=O)n(C)c(=O)n3C)n2Cc2c(F)cccc2Cl)CC(C)O1 (configuration not stated) | -2% | -32% | ?
C=CC[C@@H](Cc1ccc(F)cc1)C(=O)OC[C@@H]1CCCN1C(=O)[C@@H](CC=C)CC(=O)N[C@H](CO)Cc1ccccc1 | -6% | 10µM* | 16µM*
COC(=O)[C@@H](NC(=O)N1CCC(C)CC1)C(C)C | 2% | -8% | -4%

Remaining list, next part
structure | GCN5L2 inh | TDP1 cell CPT | DT40 TDP1 no CPT
Cc1ccc2[nH]c(=O)c(C3C(C#N)=C(N)Oc4c3ccc3cccnc43)cc2c1 (configuration not stated) | -2% | 21µM* | 21µM*
O=C(/C=C1\C(=O)Nc2ccccc21)/C=C1\C(=O)Nc2ccccc21 | -18% | 1.5µM* | 1.8µM*
CS(=O)(=O)N(CC(=O)O)c1ccc(Oc2ccccc2)cc1 | -3% | 1% | 1%
O=C(Nc1ccccc1Cl)c1ccc(=O)[nH]n1 | ? | 3% | 12%
CC(C)C(NC(=O)c1c(F)cccc1F)C(=O)NCc1ccncc1 (configuration not stated) | -8% | -28% | -15%
CCN(CC(=O)Nc1ccc2c(c1)CCC2)Cc1nc2ccccc2c(=O)[nH]1 | -28% | 3.7µM* | 8.2µM*
COc1ccc(NC(=O)CCn2c(=S)[nH]c3ccccc3c2=O)cc1OC | -1% | -9% | -1%
CC(=O)Nc1ccc(OCC(O)Cn2c(C)nc3ccccc32)cc1 (configuration not stated) | -15% | ? | ?
Cc1ccc(S(=O)(=O)N2CCCCC2)cc1NC(=O)COC(=O)c1ccc(=O)[nH]c1 | -1% | -24% | -11%
Cc1ccc(O)c(NC(=O)CCSc2nc(-c3ccco3)cc(C(F)(F)F)n2)c1 | -6% | ? | 18µM*
Cc1ccc(SCC(=O)Nc2cccc(S(=O)(=O)N3CCOCC3)c2)cc1C | -3% | -22% | -9%
O=C(c1ccccc1)c1cccc[n+]1[O-] | 0% | 18% | -3%
COc1ccc(C)cc1S(=O)(=O)Nc1ccc2c(c1)OCCO2 | -29% | -1% | -28%
CCC1=NN(C(=O)Cc2ccc(OC)cc2)C(O)(C(F)(F)F)C1 (configuration not stated) | -12% | 29µM* | 21µM*
COc1cccc(CN(C)Cc2cc(=O)oc3cc(O)c(Cl)cc23)c1 | -20% | 0% | ?
C=CCn1c(COc2ccccc2F)nnc1SCC(=O)Nc1cc2oc3ccccc3c2cc1OC | 3% | ? | ?
N#Cc1cc2c(ccc3ccccc32)oc1=O | -3% | 9% | -13%
COc1cc(Cl)ccc1OCc1cc(C(=O)N(C)CC2CCCCO2)no1 (configuration not stated) | -3% | -26% | -11%
Cc1ccc(S(=O)(=O)NCC(=O)OCC(=O)Nc2ccc(C)c(S(=O)(=O)N3CCOCC3)c2)cc1 | 0% | 3% | 7%
CCc1ccc(NC(=O)N(CCCN2CCOCC2)C(C)c2cc3cccc(OC)c3o2)cc1 (configuration not stated) | -6% | ? | ?
O=C(NCCc1csc(-c2ccc(F)cc2)n1)c1ccco1 | -8% | ? | -26%
COC(=O)c1ccc2[nH]cc(CCO)c2c1 | ? | -87% | -21%
O=C(CSc1nnc(-c2ccco2)o1)NC(=O)Cc1ccccc1 | -13% | -4% | 12%
COc1ccc(NC(=O)N2CCCC(c3nc(-c4ccc(OC)cc4)no3)C2)cc1 (configuration not stated) | 11% | ? | ?
Cc1ccc(CNC(=O)CNC(=S)N(Cc2ccccc2)Cc2ccccc2F)cc1 | -6% | -20% | ?

(further entries)
structure | GCN5L2 inh | TDP1 cell CPT | DT40 TDP1 no CPT
Cc1ccc(C(=O)NC2CCCCCC2)o1 | 0% | 0% | -1%
COc1ccc(C(=O)N2CCN(C(=O)COc3ccc(C)cc3)CC2)cc1OC | -17% | -18% | -7%
Cc1cc(C)c(C(=O)Cn2cnc3cc([N+](=O)[O-])ccc3c2=O)cc1C | -16% | ? | 18µM*
COc1cc(OC)c(NC(=O)c2cccc(F)c2)cc1Cl | -1% | ? | ?
O=c1[nH]cc(F)c(=O)n1C1OC(CO)C(O)C1O (configuration not stated) | . | -12% | ?
O=C(NCc1ccc(Cl)cc1)N1CCOCC1 | -4% | 21% | 3%
CCCNc1c(NC(=O)C2CCC(C)CC2)c(=O)oc2ccccc12 (configuration not stated) | -4% | ? | ?
Cn1cnnc1SCC(=O)NCc1ccccc1 | -3% | -2% | 1%
COc1ccc(-c2noc(CCC(=O)N3CCN(c4ccc(F)cc4)CC3)n2)cc1 | -5% | -27% | -15%
O=C(c1ccc(OC2CCN(CCc3ccccc3)CC2)cc1)N1CCCC(CO)C1 (configuration not stated) | -2% | 3% | -19%
O=[N+]([O-])c1cc(/C=N/N/C(=N/c2ccccn2)c2ccccn2)ccc1O | 1% | 3.3µM* | 4.6µM*
COCCCNC(=S)NCCNc1nc2cc(C)cc(C)c2cc1C#N | -2% | ? | ?
CCOC(=O)c1nn(-c2ccc(OCC)cc2)c2nc(-c3ccco3)c(C#N)c(=O)n12 | -22% | ? | 23µM*
OCc1nc2nc(Cl)c(Cl)nc2[nH]1 | 3% | -1% | -1%
CNc1ncnc2sc(-c3ccccc3)cc12 | -8% | 16µM* | ?
Cc1ccc2[nH]c(=O)c3cc(C(=O)N(C)c4ccccc4C)sc3c2c1 | 3% | ? | 10µM*
NNC(=O)C(=O)NCCCN1CCOCC1 | -4% | 5% | -6%
CC(=O)c1ccc(NC(=O)c2cc(-c3ccc4c(c3)OCO4)on2)cc1 | -3% | -16% | 0%
COc1ccc(CNC(=O)[C@H](Cc2c[nH]c3ccccc23)NC(C)=O)cc1OC | -2% | 3% | -7%
COc1ccc(NC(=O)CS(=O)c2ccc(F)cc2)cc1 (configuration not stated) | 0% | -5% | 22%
Cc1ccccc1OC(C)C(=O)NCc1cccnc1 (configuration not stated) | -2% | 2% | 13%
O=C(CCc1ccccc1)NNc1cc(N2CCCCC2)nc(N2CCCCC2)n1 | -4% | ? | ?
ClCCCc1cn(C[C@H]2CC[C@@H]([C@@H]3CC[C@H](Cn4cc(CCCCl)nn4)O3)O2)nn1 | -2% | ? | 5%
O=C(CCN1C(=O)C2C3CCC(C3)C2C1=O)Nc1ccc([N+](=O)[O-])cc1 (configuration not stated) | -13% | 23% | 11%
COc1ccccc1CCNC(=O)Cn1c(=O)oc2ccccc21 | -9% | 21µM* | ?

Continued.
structure | GCN5L2 inh | TDP1 cell CPT | DT40 TDP1 no CPT
CCOc1ccc(CSC2=NCCN2)cc1[N+](=O)[O-] | 1% | ? | 16µM*
CC(C)NC(=O)c1cc(C2CCCCN2C(=O)c2ccc(C#N)cc2)on1 (configuration not stated) | . | ? | 1%
COc1ccccc1CNC(=O)CCn1c(=O)c2ccccc2n(CC(=O)Nc2cc(Cl)ccc2C)c1=O | -1% | -28% | ?
Cc1ccc(S(=O)(=O)c2nnn3c2nc(NC(C)C)c2sccc23)cc1 | -15% | -11% | -19%
S=c1[nH]nc(COc2ccccc2)n1/N=C/C(Cl)=C/c1ccccc1 | -16% | 23µM* | 16µM*
CCN(CC(=O)NCc1ccc(Cl)cc1)C(=O)COc1ccc(Cl)cc1Br | -12% | -24% | -21%
COc1ccc(NC(=O)CSc2nc3ccccc3nc2N2CCCC2)cc1 | -33% | ? | ?
COc1ccc(CCNC(=O)Cn2c(=O)c3cccn3c3ccc(F)cc32)c(OC)c1 | 3% | ? | -22%
COc1ccc(C(=O)c2c[nH]c(C(=O)N=CN(C)C)c2)cc1 | 0% | -13% | -29%
O=C(Nc1ccc(N2CCCC2=O)cc1)c1cncc(Br)c1 | -10% | ? | -24%
Clc1ccc(Cc2ccc(Cl)nn2)c(Cl)c1 | -22% | -27% | 6%
C/C(=N\NC(=O)c1nnn(-c2nonc2N)c1CN1CCC(C)CC1)c1ccc(Br)cc1 | . | ? | ?
NC(=O)c1ncn([C@@H]2O[C@H](CNCc3ccc(-c4cc(C(F)(F)F)ccc4Cl)o3)[C@@H](O)[C@H]2O)n1 | . | 6% | -16%
COc1ccc(NC(=O)[C@H](COCc2ccccc2)NC(=O)OC(C)(C)C)cc1 | -5% | 0% | -18%
CCOC(=O)Cn1c(=O)cc(C(F)(F)C(F)(F)F)c2c(C)nn(CC)c21 | -9% | -29% | ?
CC1CCCN(C(=O)c2ccc(Br)c(S(=O)(=O)N3CCOCC3)c2)C1 (configuration not stated) | -1% | -16% | -22%
Cc1ccc(OCCN2C(=O)c3ccccc3C2=O)cc1 | -2% | 10% | 4%
O=C1CC2(CCCCC2)Oc2ccc(Cl)cc21 | . | -3% | -13%
COc1cc(OC)c(NC(=O)Cc2ccc(-n3c(C)nc4cccnc43)cc2)cc1Cl | ? | 23µM* | 15µM*
O=C(Nc1ccccc1Oc1ccccc1)c1cccc([N+](=O)[O-])c1 | -30% | -18% | ?
Cc1ccc(CSCCC(=O)NCCc2ccc(Cl)cc2)cc1 | 54%[activator] | -25% | ?
COC(=O)CN1C(=O)COc2ccc(S(=O)(=O)NCc3ccc(Cl)cc3)cc21 | -4% | -2% | 8%
CN(CCc1ccccc1)C(C(=O)Nc1ccc2c(c1)OCCO2)c1ccnc2ccccc12 (configuration not stated) | . | ? | ?
O=C(CNc1ccccc1)N/N=C/c1cc([N+](=O)[O-])ccc1N1CCCC1 | -12% | ? | ?
Cc1ccc(C(CNC(=O)C(=O)Nc2ccc3c(c2)OCCO3)N2CCN(C)CC2)cc1 (configuration not stated) | 1% | ? | ?
CN1CCN(C(=O)c2ccc(S(=O)(=O)Nc3ccccc3)cc2)CC1 | 2% | 2% | -25%

Already shown: five of the compounds above.
structure | GCN5L2 inh | TDP1 cell CPT | DT40 TDP1 no CPT
CCOc1ccc(CSC2=NCCN2)cc1[N+](=O)[O-] | 1% | ? | 16µM*
CC(C)NC(=O)c1cc(C2CCCCN2C(=O)c2ccc(C#N)cc2)on1 (configuration not stated) | . | ? | 1%
COc1ccccc1CNC(=O)CCn1c(=O)c2ccccc2n(CC(=O)Nc2cc(Cl)ccc2C)c1=O | -1% | -28% | ?
Cc1ccc(S(=O)(=O)c2nnn3c2nc(NC(C)C)c2sccc23)cc1 | -15% | -11% | -19%
S=c1[nH]nc(COc2ccccc2)n1/N=C/C(Cl)=C/c1ccccc1 | -16% | 23µM* | 16µM*

Compound activity as filed in PubChem.
